Screens deposited in PubChem by several laboratories.
Autophagy HCS – autophagy modulators in MEF cells, primary screen, imaging, high-content, MEF GFP-LC3; calls only at 10 µM (by protocol); 190,000 tested, 0.98% active; MEF GFP-LC3 puncta imaging; test concentration mostly 10 µM;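 active means percentage of spot-positive cells more than 3 SD above its plate mean, without a fluorescence outlier flag or 80% toxicity; inconclusive means no clear call, values can overlap the other calls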;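 further: spot-positive cell cutoff set from DMSO-treated cells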
Dynein transport – inhibitors of GR-EGFP nuclear translocation, primary screen, dynein cargo transport inhibitor project, imaging, high-content, 3617.4 mouse cells; test concentration mostly 20 µM; stimulated with dexamethasone, 1 µM; stronger effect = lower value; z-score, hits read low; 220,000 tested, 0.47% active; AID 1381, 2008;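 active means plate z-score of nuclear minus cytoplasmic receptor signal below a set negative limit, without overly bright fluorescence or cell loss, cut at about -3.5 in these data, passing the limit was not always enough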;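 further: z-score of nuclear minus cytoplasmic ring GR-EGFP intensity difference per well; some compounds called inactive have numbers as strong as hits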
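Buffer or medium: tet-free medium with charcoal-stripped serum / Also added: dexamethasone agonist, 1.0 µM final, for 30 min / Timing: induction 48 h, compound 1 h, agonist 30 min / Measured by: high-content fluorescence imaging after fixation / Read-out: nuclear-to-cytoplasmic GR-EGFP distribution per well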
MT stabilizer – microtubule stabilizers in HeLa cells, primary screen, imaging, high-content imaging; HeLa tubulin immunostaining HCS, 24 h; share of cells brighter than vehicle mean+2SD; % tubulin-high responders, % at 10 µM; 200,000 tested, 0.83% active;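 active means plate Z-score above 3 for both tubulin-high and condensed-nucleus cell shares, with cell loss under 80%, at 10 µM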;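 further: anti alpha tubulin signal scored within the nucleus-defined area of each cell; some results filed as inactive read as strong as hits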
bCat nuc transl – modulators of beta-catenin nuclear translocation, primary screen, imaging, HeLa cells, immunofluorescence, high-content | nuclear translocation activity, % at 5 µM | 190,000 tested, 0.3% active | AID 1665, 2009;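 active means nuclear translocation activity above 50% at 5 µM, with a well cell count of 50 or more; inconclusive means wells under 50 cells across six images, flagged as toxic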;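 further: per-cell ratio of nuclear to cytoplasmic median beta-catenin stain intensity; plate controls were DMSO negative control for no effect and GSK-3 inhibitor IX positive control for full effect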
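Test system: human HeLa cell line; Doses: 5 µM primary, 0.02–20 µM confirmation; Incubation: 24 h compound exposure, 37°C; Detection: beta-catenin immunofluorescence imaging with DAPI; Read-out: beta-catenin nuclear/cytoplasmic ratio, % activation.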
NOD2 inhibition – NOD2 signaling inhibitors, cell-based, luminescence, uHTS, HEK293 (AID 1566). HEK293 NOD2/NF-kB luciferase reporter, luminescence; higher % means a stronger effect. inhibition, % at 4 µM, or EC50 in µM where a hit was titrated. 290,000 tested, 0.63% active; in the data active means inhibition above about 50%; further: many of its hits are not listed in these tables
WT yeast gro inh – growth inhibition of WT strain, primary screen, mitochondrial fusion inhibitor project, WT and mutant strains, chemical genetic; mitochondrial fusion phenotypic screen; inhibition, % at 10 µM; 190,000 tested, 2.1% active; in the data active means inhibition above about 58%; tested in S. cerevisiae
Hep lipid drop – inhibitors of hepatocyte lipid droplet formation, primary screen, imaging, high-throughput imaging, BODIPY stain; inhibition, % at 6.5 µM; 240,000 tested, 0.4% active; AML12 mouse hepatocytes, oleate lipid droplets;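 active means lipid droplet intensity inhibited by at least 50%, with more than 500 cells counted; inconclusive means wells with under 300 cells, treated as cytotoxic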
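Assay system: AML12 mouse liver cells | Compound dosing: One dose, 6.5 µM compound | Read-out basis: Droplet intensity reduction, % inhibition | Measured by: Fluorescence imaging, 20x objective, two fields per well | Schedule: Overnight treatment with compound plus oleate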
Yfh1-off respiration – enhancers of respiration in Yfh1-depleted yeast, dose response, Friedreich's ataxia, plus single-dose screen (AID 1465); S. cerevisiae Yfh1-off respiration, WST-1 reduction, 72 h; higher fold induction means a stronger effect; fold induction at 50 µM, or EC50 in µM where a hit was titrated; 220,000 tested, 0.074% active;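 active means fold induction of absorbance versus untreated yeast above a set limit, then at least 30% activation at any dose in follow-up; inconclusive means repeats straddling the limit, or above it without dose testing; inactive means fold induction below the set limit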;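 further: activators that raise dye reduction in frataxin-depleted yeast; strong numbers were not always called active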
Ins promoter up – insulin promoter activators in MIN6 cells, imaging, high-content screening, mouse beta cells; MIN6 insulin promoter-GFP reporter; stronger effect = higher value; z-score at 5 µM; 190,000 tested, 0.3% active;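 active means z-score above 3 at 5 µM with at least 500 cells counted in the well; inconclusive means wells under 500 cells, flagged as cytotoxic or low count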
WT yeast gro inh mutant strain – recorded beside WT yeast gro inh, whose call it bears; inhibition, %; mitochondrial fusion phenotypic screen, mutant strain inhibition
Dynein transport cytoplasmic EGFP – further read-out of Dynein transport, marked with its call; z-score; measured here: cytoplasmic GR-EGFP intensity; stronger effect = higher value
Dynein transport nuclear GR-EGFP – also measured in Dynein transport; calls as there; z-score; measured here: nuclear GR-EGFP intensity;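 lower value marks the stronger effect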
Dynein transport cell count – second read-out of Dynein transport, no call of its own (marks repeat the call); z-score; measured here: cell count per field
Ins promoter up cell count – also measured in Ins promoter up; calls as there; cell count; measured here: cytotoxicity, nuclei count;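 total cells summed across four imaged fields per well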
Hep lipid drop cells 6.5 µM – further read-out of Hep lipid drop, marked with its call; cell count; measured here: cell count, cytotoxicity flag;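 cells counted across two imaged fields per well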
bCat nuc transl cell count 5 µM – also measured in bCat nuc transl; calls as there; cell count; measured here: cell count, cytotoxicity flag
MT stabilizer Hoechst-high % – also measured in MT stabilizer; calls as there; % Hoechst-high responders; measured here: nuclear condensation Hoechst responders;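 share of cells brighter than vehicle mean plus two SD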
MT stabilizer cytotoxicity % – further read-out of MT stabilizer, marked with its call; toxicity, %; measured here: cytotoxicity by cell density;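 0% = mean cell density of plate MIN control wells and 100% = no cells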
Autophagy HCS cell loss 18 h – also measured in Autophagy HCS; calls as there; toxicity, %; measured here: cell loss, nuclei count;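 cell loss after 18 h compound exposure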
* = called active by the depositor; i = inactive; ? = inconclusive; nt = not tested or not shown. The list is partial. The share of hits here may be higher or lower than overall.

SMILES	Autophagy HCS	Autophagy HCS cell loss 18 h	Dynein transport	Dynein transport cytoplasmic EGFP	Dynein transport nuclear GR-EGFP	Dynein transport cell count	MT stabilizer	MT stabilizer Hoechst-high %	MT stabilizer cytotoxicity %	bCat nuc transl	bCat nuc transl cell count 5 µM	NOD2 inhibition	WT yeast gro inh	WT yeast gro inh mutant strain	Hep lipid drop	Hep lipid drop cells 6.5 µM	Yfh1-off respiration	Ins promoter up	Ins promoter up cell count
Cc1sc2ncnc(N(C)Cc3ccco3)c2c1C	i	-6	-0.81	0.049	-0.21	0.57	1.0	0.4	4.2	nt	nt	31%	14	2	0	791	i	0.26	902
CCC(OC(=O)CCc1nc2ccccc2[nH]c1=O)C(=O)c1ccccc1 (stereo not drawn)	i	-32	-0.22	-0.21	0.096	1.4	1.6	0.9	3.4	nt	nt	-11%	13	13	nt	nt	i	-0.45	957
O=C(NCCN1CCOCC1)c1c[nH]c2ccc(S(=O)(=O)N3CCOCC3)cc2c1=O	i	-34	-1	0.099	0.23	0.22	2.1	2.2	4.6	-2.7	587	12%	-4	-13	nt	nt	i	0.43	1315
Cc1ccc(C)c(C(C)NC(=O)C2C3CCC(O3)C2C(=O)O)c1 (stereo not drawn)	i	9	2.2	0.24	1.3	-1.7	5.4	2.1	2.1	1.2	819	6%	-8	-1	nt	nt	i	0.06	1482
C/C(CC(=O)Nc1ccc(N(C)C)cc1)=N\NC(=O)c1ccc([N+](=O)[O-])cc1Cl	i	23	-0.39	-0.29	-0.67	0.66	2.1	1.6	7.8	1.1	1520	6%	-5	-15	-1	695	i	0.18	1518
O=[N+]([O-])c1ccn(-c2nc(-c3ccccc3)cc(C(F)(F)F)n2)n1	i	2	-0.025	-0.23	0.093	-0.18	5.0	1.2	4.3	nt	nt	6%	-6	-8	11	686	i	-1.3	1341
CCn1ccc(C(=O)Nc2cccc(Cl)c2)n1	i	-32	-0.28	-0.32	-0.15	0.71	2.9	0.9	3.5	-4.9	1154	-94%	8	6	-12	667	i	0.04	1544
Clc1ccc(OC2CCN(Cc3nc(CC4CC4)no3)CC2)cc1	i	-9	-0.42	-0.27	0.1	0.36	4.6	1.0	6.6	-0.9	957	-1%	28	24	9	682	i	0.65	1480
CCc1c(O)nc(SCC(=O)N2CCOCC2)n(-c2ccccc2)c1=O	i	0	-0.41	0.3	-0.056	0.69	2.8	3.0	8.9	nt	nt	2%	8	-2	4	696	i	0.02	1293
COc1ccc(/C=N/NC(=O)C(=O)Nc2ccccn2)cc1OC	i	5	0.53	-0.35	0.62	-0.025	5.1	2.5	13	-1.0	1030	8%	1	28	nt	nt	i	0.01	1416
COCC(=O)Nc1ccc(-c2cn3cccnc3n2)cc1	i	25	-0.36	-0.076	-0.18	0.1	4.5	3.9	9.2	3.8	1339	12%	-7	6	nt	nt	i	-0.96	1510
Cc1nn(-c2ccccc2)c(C)c1C(=O)OCC(=O)c1c(N)n(CC(C)C)c(=O)n(C)c1=O	i	2	-0.48	-0.2	-0.025	-0.024	2.6	3.8	2.9	-1.1	1148	37%	22	16	nt	nt	i	?	nt
CCCCNC(=O)c1ccccc1NS(=O)(=O)c1ccc2c(c1)OCCO2	i	2	0.42	-0.18	0.088	-0.45	1.8	1.6	3.2	nt	nt	1%	2	-3	-4	718	i	-0.87	1278
Cn1nc(SCC(=O)O)sc1=S	i	0	-0.19	-0.2	0.16	0.17	6.4	3.4	8.0	-8.1	1037	10%	0	8	nt	nt	i	-0.59	1271
O=C(CSc1nnc(-c2ccc(Cl)cc2)n1Cc1ccco1)c1cccs1	i	9	-0.36	0.29	-0.14	-0.14	6.9	2.3	13	-4.5	1126	5%	-2	1	-24	639	i	0.17	1987
Cc1nc(C#N)c(N/N=C/c2c(F)cccc2Cl)o1	i	11	-0.85	-0.3	0.23	0.51	2.6	2.6	9.0	4.9	551	-11%	9	-2	-17	731	nt	-0.08	1183
CS(=O)(=O)N(CC(=O)NCCSC1CCCCC1)c1ccccc1	i	-7	2.7	-0.072	1.1	-1.5	2.6	2.3	5.5	-0.5	1512	19%	20	-14	5	733	i	1.6	1447
Cn1c(=O)c2c(ncn2CCC(=O)N/N=C/c2ccccc2)n(C)c1=O	nt	nt	0.52	-0.26	0.15	0.012	nt	nt	nt	-3.2	1149	4%	nt	nt	9	661	i	0.17	1291
Cc1nc2cc(NC(=O)Nc3ccc(Br)cc3)ccc2o1	i	13	-0.19	-0.31	-0.021	0.57	3.8	1.5	9.1	0.2	1033	-135%	6	-11	-1	672	i	-1.2	1564
Cc1cccc(-n2c(Cc3ccccc3)nnc2SCc2ccc([N+](=O)[O-])cc2)c1	i	12	-0.61	-0.27	-0.63	0.17	3.2	1.8	3.9	0.0	1031	14%	32	-3	-19	680	i	-0.85	1491
COc1ccc(S(=O)(=O)N2CCC(NC(=O)C(Cc3cccc(OC)c3OC)NC(C)=O)CC2)cc1 (stereo not drawn)	i	2	-0.88	-0.17	-0.62	0.99	2.4	2.7	2.2	-0.5	1576	12%	-20	-1	-3	550	i	-0.58	1501
C/C=C(/C)C(=O)Nc1cccc(C2=NOC3(C2)C[C@H](C(N)=O)N(C(=O)c2ccc(Cl)cc2)C3)c1 (stereo partly drawn)	nt	nt	0.42	-0.66	0.34	-0.7	nt	nt	nt	-0.3	1010	-13%	nt	nt	-82	628	i	0.55	802
CC(=O)N(Cc1cccnc1)Cc1cc2ccccc2[nH]c1=O	i	-2	-0.32	-0.21	0.27	0.94	3.0	3.0	10.0	-5.3	1042	6%	18	11	nt	nt	i	1.4	1133
CNC(=O)OCCSCCS(=O)(=O)c1ccc(Cl)cc1	nt	nt	0.26	0.34	-0.03	-0.068	nt	nt	nt	1.6	1251	18%	nt	nt	27	757	i	-0.13	1404
CCS(=O)(=O)N1CCCC(C(=O)NCCCOC(C)C)C1 (stereo not drawn)	i	7	-1.4	-0.46	-1	1.5	2.5	1.1	3.6	-0.6	1426	16%	-1	-4	nt	nt	i	2.1	1297
CCCC12CN3CC(CCC)(CN(C1)C3C(O)C(O)C(O)CO)C2=O (stereo not drawn)	i	36	0.16	-0.18	0.058	-0.13	1.5	1.8	14	0.1	1308	4%	-6	0	nt	nt	i	-0.5	1577
CCOc1ccc(CN(C)CC(=O)NCc2ccccc2Cl)cc1	i	17	-0.6	-0.11	-0.34	-0.41	1.9	2.2	7.6	0.5	1001	4%	-22	-8	-2	715	i	1.4	1245
Cc1cc(N2CCN(C)CC2)nc(N2CCOCC2)n1	i	0	0.53	-0.27	0.6	-0.2	2.6	0.0	27	-1.6	1086	-8%	0	9	-15	709	i	-0.43	1767
O=C(/C=C/c1cccc2ccccc12)N1CCOCC1	nt	nt	0.13	-0.25	-0.21	0.91	nt	nt	nt	0.4	1313	-22%	nt	nt	12	740	i	-0.2	1121
COC(=O)C1=C(C)N(Cc2ccco2)C(=O)C1	i	-3	0.34	-0.31	0.29	0.77	2.7	2.8	22	-0.5	946	-10%	-7	-11	-2	800	i	0.44	1182
COc1cc(/C=C/C(=O)OCC(=O)Nc2ccc(C)c(S(=O)(=O)N3CCCCC3)c2)ccc1O	i	6	-0.62	-0.24	-0.36	0.26	2.4	1.5	8.3	-0.7	893	6%	-12	-1	1	648	i	0.6	1436
COc1ccc(C(=O)NC2(C(F)(F)F)N=C3SCCN3C2=O)cc1 (stereo not drawn)	i	-8	0.31	-0.15	0.44	-0.88	5.2	2.5	4.0	-1.7	909	-4%	-1	4	nt	nt	i	0.1	1349
O=C(c1ccc(N2CCCC2)c([N+](=O)[O-])c1)N1CCN(c2ccccn2)CC1	i	-3	-0.32	-0.29	-0.4	0.72	1.0	1.6	6.7	-0.4	1079	17%	6	-5	2	757	i	0.99	1306
O=C(Nc1nc(=O)n(C(=O)c2cccc(C(F)(F)F)c2)s1)c1ccccc1	nt	nt	-0.56	-0.24	0.12	-0.077	nt	nt	nt	0.6	1303	8%	nt	nt	-1	675	i	-0.17	1012
CC(C)(C)C(=O)Nc1cccc2[nH]ncc12	i	-4	0.21	-0.39	0.26	0.35	2.4	3.0	2.2	0.4	1156	7%	-10	22	nt	nt	i	0.86	1077
CCOC(=O)c1cc(CC)sc1/N=C/c1c(O)ccc2ccccc12	i	-9	1.2	0.71	0.4	-0.75	6.0	3.5	12	6.2	504	24%	-6	-5	4	503	i	0.01	1210
